Assay outcomes from PubChem.
Tau fluor counter = counter-screen for tau fibril formation inhibitors. tau K18 P301L Alexa594 fluorescence, heparin fibrillization. Potency, µM (highest dose often 57.7 µM), without a hit: at the top dose activity change, negative = decrease. hit rate 0.93% among 280,000. AID 1463; also: nearly all actives have a fitted effect of over 55% in size
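Human K18 P301L tau (15 uM unlabeled plus 0.24 uM Alexa 594-labeled, final) in 100 mM sodium acetate pH 7 was mixed with compound and 20 uM heparin and incubated 6 hr at 37 C.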
L3MBTL1 inh = inhibitors of human L3MBTL1 | AlphaScreen L3MBTL1–H3K9me1 peptide binding | Potency, µM (doses to about 57.1 µM), without a hit: top-dose activity, negative = inhibition, actives largely listed as inhibitors | hit rate 0.66% among 230,000 | AID 485360; also: nearly all actives have a fitted effect of over 60% in size
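L3MBTL1 50 nM + b-AHA-H3(1-15)K9me1 75 nM, 30 min RT; compound added, 30 min RT; streptavidin donor/Ni-chelate acceptor beads 10 ug/mL each final, 30 min RT dark; AlphaScreen read.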
TRb-SRC2 inh = disrupts binding of human TR beta to SRC2. AID 1469. hit rate 0.065% among 280,000. TRbeta-SRC2 peptide binding, fluorescence polarization; receptor liganded with 1 µM T3. Potency, µM (doses to about 106 µM), inactives show at the top dose activity change, negative = inhibition, usual class: inhibitors;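 also: plate controls were bound peptide for no effect and peptide without receptor for full effect; nearly all actives have a fitted effect of over 50% in size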
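Compounds were added to 0.6 uM TRb ligand-binding domain and 20 nM Texas Red-labeled SRC2 peptide in Tris buffer containing 1 uM T3, incubated 5 hr at ambient temperature, then read by fluorescence polarization.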
Tau ThT inhib = inhibitors of human tau fibril formation, thioflavin T binding; Potency, µM (series often up to 57.4 µM), for inactives: at the highest dose activity, negative = inhibition, most hits filed as inhibitors; hit rate 2.1% among 270,000; AID 1460; recombinant tau K18 P301L (four-repeat tau fragment), heparin-induced fibrillization, ThT fluorescence; P10636; also: nearly all actives have a fitted effect of over 55% in size
Target sequence (P10636 561-689 P618L limits assumed): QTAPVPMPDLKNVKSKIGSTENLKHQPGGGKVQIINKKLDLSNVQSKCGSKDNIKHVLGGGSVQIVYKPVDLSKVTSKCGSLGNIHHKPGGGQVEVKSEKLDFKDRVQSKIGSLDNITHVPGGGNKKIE
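Aggregation was driven by heparin (20 uM final) acting on recombinant tau […] bearing P301L in 100 mM sodium acetate pH 7; fibrils were detected with Thioflavin T.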
TR SRC2 fluor cs = Texas Red fluorescence interference in TRb-SRC2 counter-screen. Potency, µM (highest dose often 106 µM), for the others: at the top dose fluorescence change, negative = quenching. hit rate 0.29% among 280,000. TRb/SRC2 Texas Red total fluorescence interference; active = well fitted curve in either direction with a large enough effect; inconclusive = small, poorly fitted or top-dose-only effect
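Flags fluorescent or light-absorbing compounds by total fluorescence, S + 2P, at 555 nm excitation and 632 nm emission. Mixture: 20 nM Texas Red SRC2 peptide, 0.6 uM human TRb LBD, 1 uM T3, 5% DMSO; compound exposure 5 h at ambient temperature.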
ALDH1A1 block = inhibitors of human aldehyde dehydrogenase 1A1 | Purified ALDH1A1, NADH fluorescence, propionaldehyde substrate | AID 1030 | Potency, µM (titrated, usually from 75.3 µM), for inactives: at the highest dose activity, negative = inhibition, usual class: inhibitors | hit rate 7.3% among 220,000; active = well fitted inhibition curve with a large enough effect, not every such curve was filed as active; inconclusive = small, poorly fitted or top-dose-only effect, or another doubt; inactive = no such curve, though single readings can be large or run the other way;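 also: plate controls were no enzyme wells and a reference inhibitor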
Target sequence (P00352 whole entry, looked up): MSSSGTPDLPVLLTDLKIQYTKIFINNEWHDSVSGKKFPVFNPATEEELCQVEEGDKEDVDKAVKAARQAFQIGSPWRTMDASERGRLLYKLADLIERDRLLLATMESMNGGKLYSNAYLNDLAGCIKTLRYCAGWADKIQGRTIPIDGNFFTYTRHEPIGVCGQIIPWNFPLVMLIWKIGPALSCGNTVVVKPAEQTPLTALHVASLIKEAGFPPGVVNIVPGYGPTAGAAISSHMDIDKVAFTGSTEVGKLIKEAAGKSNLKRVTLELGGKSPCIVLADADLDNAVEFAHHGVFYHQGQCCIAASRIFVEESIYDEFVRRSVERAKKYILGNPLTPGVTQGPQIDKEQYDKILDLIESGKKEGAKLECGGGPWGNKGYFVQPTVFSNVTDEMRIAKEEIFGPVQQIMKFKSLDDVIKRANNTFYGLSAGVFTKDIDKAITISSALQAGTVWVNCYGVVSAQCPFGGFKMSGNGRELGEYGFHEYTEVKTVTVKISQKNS
Tau FP inhib = blocks human tau fibril formation measured by polarization; P10636; K18 P301L tau heparin fibrillization, Alexa594 FP, 6 h; Potency, µM (titrated, usually from 57.7 µM), without a hit: at the highest dose activity, negative = inhibition, actives largely listed as inhibitors; hit rate 0.39% among 280,000; also: nearly all actives have a fitted effect of over 55% in size
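Recombinant K18 P301L […], labeled with Alexa 594 at 0.24 uM over 15 uM unlabeled; heparin inducer 20 uM final; 37 C, 6 hr; FP endpoint.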
GLA spleen mod = alpha-galactosidase A (human) modulation; P06280; human spleen homogenate, 4MU-alpha-Gal fluorescence, 40 min; Potency, µM (top dose mostly 80 µM), without a hit: at the top dose activity change, negative = inhibition, actives largely listed as inhibitors; hit rate 0.008% among 240,000; AID 2107;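 also: 0% = enzyme with vehicle and -100% = no enzyme basal signal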
Target sequence (P06280 32-429 limits assumed): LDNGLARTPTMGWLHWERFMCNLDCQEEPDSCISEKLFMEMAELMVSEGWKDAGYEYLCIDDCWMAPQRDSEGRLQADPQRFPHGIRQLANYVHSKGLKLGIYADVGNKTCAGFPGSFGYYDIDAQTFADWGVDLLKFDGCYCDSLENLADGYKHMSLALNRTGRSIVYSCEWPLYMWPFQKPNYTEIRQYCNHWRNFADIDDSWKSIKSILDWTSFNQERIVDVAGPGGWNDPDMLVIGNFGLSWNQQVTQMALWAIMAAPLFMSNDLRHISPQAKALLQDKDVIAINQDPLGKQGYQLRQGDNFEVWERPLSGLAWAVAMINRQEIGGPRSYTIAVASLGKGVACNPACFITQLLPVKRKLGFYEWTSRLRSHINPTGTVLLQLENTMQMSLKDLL
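qHTS titration in buffer at pH 5.0. Alpha-galactosidase activity in spleen homogenate was measured via 4-methylumbelliferone release from 1 mM fluorogenic substrate after 40 min at 37C and a pH 10 stop. AC50 came from Hill fits of control-normalized data.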
An asterisk follows results filed as active; ? = inconclusive; · = not tested or not shown; & = joins results of further samples; [ ] = dose if it differs, or a comment. Unless noted, calls follow the shape of the dose curve; as a rule, active = well fitted curve in the direction sought with a large enough effect; inconclusive = small, poorly fitted or top-dose-only effect, or another doubt; inactive = no such curve, though single readings can be large; an effect the other way counts as inactive or inconclusive. Unless noted, % is scaled to controls: 0 for no effect and ±100 for the full control effect; potency is read from the fitted curve at half-maximal effect.

SMILES	Tau fluor counter	L3MBTL1 inh	TRb-SRC2 inh	Tau ThT inhib	TR SRC2 fluor cs	ALDH1A1 block	Tau FP inhib	GLA spleen mod
CCCS(=O)(=O)Nc1c(C(=O)O)[nH]c2ccccc12	-9%	24%	9%	?	-8%	?	6%	4%
CCOC(=O)Cn1nc(C)c(NC(=O)CCc2ccccc2)c1C	5%	-4%[11.4 µM]	7%	-2%	-2%	3%	3%	-1%
CCOC(=O)C1CCN(C(=O)COc2ccc(Cl)cc2Cl)CC1	-8%	4%	0%	-12%	0%	-1%	0%	-1%
COc1ccccc1NC(=O)N1CCC(c2nc3cc(C)c(C)cc3[nH]2)CC1	6%	21%	-10%	?	5%	2%	-3%	0%
CCn1c(=O)c2sccc2n2c(CCC(=O)N3CCN(c4ccc(C(C)=O)cc4)CC3)nnc12	-4%	·	1%	-12%	?	·	8%	·
CC(=O)C1=C(NC(=O)c2ccccc2F)C[C@@H]2[C@H]1C2(C)C	-13%	·	0%	-4%	-2%	-6%	0%	0%
CCCc1nnc(SCC(=O)N2CCCCC2C)n1CCOC (stereo not given)	-7%	0%	6%	-5%	1%	-2%	5%	9%
CCS(=O)(=O)c1ccc(-c2csc(-c3ccccc3)n2)c(Cl)c1Cl	-29%	7%	-7%	-6%	-6%	?	-8%	-2%
NC(=O)[C@@H]1[C@@H]2C(=O)N(c3ccc(F)cc3)C(=O)[C@@H]2[C@H]2C=Cc3ccccc3N21	-25%	·	3%	14µM*	4%	·	?	9%
CCOC(=O)c1ccc(NC(=O)CSc2c3c(nc4cc(Cl)ccc24)CCCC3)cc1	-28%	·	-3%	?	-2%	·	?	·
NC(=O)c1cnn(Cc2ccc(Cl)cc2)c1N	2%	0%	1%	0%	2%	6%	6%	1%
Cc1ccc(-c2c(C)n([O-])c3c([n+]2=O)CCCCC3)o1	-2%	-8%	-5%	0%	-1%	2%	4%	-3%
C=CCOc1ccnc(-c2ccccc2)n1	-7%	8%	-9%	-10%	-3%	9%	-2%	-13%
O=C(NC(=S)Nc1nc(-c2cccc([N+](=O)[O-])c2)cs1)c1ccccc1Cl	?	·	3%	-13%	-9%	17%	-4%	-11%
COc1ccc(/C=N/NC(=O)c2nc(-c3ccccc3)cc(-c3ccccc3)n2)cc1OC	-25%	-9%	5%	?	-1%	?	-5%	7%
O=C(NCC(c1cccnc1)N1CCOCC1)c1cccs1 (stereo not given)	-1%	-3%	-23%	-11%	2%	-10%	-3%	6%
Cc1ccccc1NC(=O)c1sc(NC(=O)COc2ccccc2)c(C#N)c1C	-3%	4%	1%	5%	-6%	?	-2%	3%
CC(=O)OC[C@H]1O[C@@H](O/N=C/[C@@H](C)[C@H](OCc2ccccc2)C(C)C)[C@H](OC(C)=O)[C@@H](OC(C)=O)[C@@H]1OC(C)=O	-5%	-6%	-7%	1%	-1%	?	-1%	-4%
CCOC(=O)C(=O)NNc1cccc(C)c1C	-4%	4%	5%	-5%	5%	-1%	-8%	-1%
CCN(c1ccccc1)S(=O)(=O)c1nnc(NC(=O)c2ccccc2)s1	-17%	·	-2%	16µM*	-25%	·	6%	·

Taken from above.
TRb-SRC2 inh, `NC(=O)c1cnn(Cc2ccc(Cl)cc2)c1N` is entered as 1%
TR SRC2 fluor cs, `CCN(c1ccccc1)S(=O)(=O)c1nnc(NC(=O)c2ccccc2)s1` is entered as -25%

Next records
SMILES	Tau fluor counter	L3MBTL1 inh	TRb-SRC2 inh	Tau ThT inhib	TR SRC2 fluor cs	ALDH1A1 block	Tau FP inhib	GLA spleen mod
O=C(CNC(=O)C(c1ccccc1)c1ccccc1)N/N=C/c1ccc(O)c([N+](=O)[O-])c1	-18%	-7%	-4%	?	-3%	13µM*	7%	10%
O=C(Cn1cnc2c(oc3ccccc32)c1=O)N1CCN(c2ccccc2)CC1	-5%	·	-10%	-8%	-1%	?	-5%	1%
COc1ccc(C(=O)O/N=C2\CCS(=O)(=O)c3sccc32)cc1	-7%	7%	9%	-5%	-4%	-9%	-7%	-3%
COC(=O)c1nc(NC(C)=O)n[nH]1	-4%	4%	0%	-16%	-4%	4%	-3%	9%
CCOC(=O)COc1ccc(/C=C2/SC(=Nc3ccccc3)N(Cc3cccnc3)C2=O)cc1OC	-13%	·	-16%	?	-4%	-10%	-5%	-6%
CCOC(=O)c1nn(-c2ccccc2F)c2nc(Nc3ccccc3)cc(=O)n12	-1%	-11%	7%	2%	0%	?	-3%	-3%
COC(=O)c1ccccc1NC(=O)c1noc2c1CCCC2	-18%	12%	0%	-17%	0%	?	-9%	-1%
Cc1cc(O)cc(O)c1C(=O)Cc1ccccc1	-15%	1%	-1%	-8%	-2%	0%	2%	-12%
CC1CN(S(=O)(=O)c2cccc(C(=O)NCc3ccc4c(c3)OCO4)c2)CC(C)O1 (stereo not given)	-14%	11%	0%	-9%	-1%	-6%	-3%	-5%
Cc1nn(C)c(C)c1CN(C)S(=O)(=O)c1ccc2ccccc2c1	-5%	-3%	1%	-8%	2%	-3%	0%	-4%
Cc1ccc2c(c1)nnn2C1CCN(CC(=O)Nc2ccc3c(c2)OCCO3)CC1	-2%	1%	-1%	-8%	3%	3%	2%	2%
CCOC(=O)c1sc2nc(N3CCOCC3)c3c(c2c1N)CCN(Cc1ccccc1)C3	?	0%	-20%	?	-4%	?	9%	5%
O=C(O)CSc1cc(C(F)(F)F)nc(-c2ccccn2)n1	-3%	5%	1%	-2%	-4%	10%	-2%	-14%
Nc1nc(Nc2ccc(Cl)cc2)nc2ccccc12	?	·	-6%	-9%	-4%	?	?	-7%
Cc1ccc(Nc2nc(-c3ccc(O)cc3O)cs2)nc1	8.9µM*[quencher]	-19%	0%	5µM*	-11%	-3%	2%	-13%
CC12C(=O)N(c3cccc(OC(=O)c4ccco4)c3)C(=O)C1C1c3ccccc3C2c2ccccc21 (stereo not given)	-18%	·	-1%	-13%	-6%	8%	-6%	2%
Cc1nnc(SCC(=O)NNC(=O)c2ccc(Cl)cc2)n1CC1CCCO1 (stereo not given)	-22%	-14%	1%	-13%	0%	?	-7%	0%
S=C(NCCCN1CCOCC1)N1CCN(c2nc(-c3ccccc3)cs2)CC1	-6%	-23%	-3%	2%	0%	?	7%	5%
O=C(O)c1cccc(NCc2ccncc2)c1	-2%	·	-5%	-12%	-6%	?	-2%	1%
C[C@@]1(C2CCCC2)Cc2cc(OCC(=O)O)c(Cl)c(Cl)c2C1=O	-3%&-1%&2%	·	-2%&-9%&4%	-3%&-2%&0%	-1%&-1%&-3%	4%&-9%&7%	4%&-2%&1%	4%&5%&5%
O=C(CCNS(=O)(=O)c1cccc2nsnc12)NCc1ccccc1Cl	-10%	·	0%	-6%	-2%	-1%	-7%	-2%
COC(=O)c1cccc(-c2ccc(C(c3c(C)[nH][nH]c3=O)c3c(C)[nH][nH]c3=O)o2)c1	-26%	-16%	-28%	7.9µM*	-5%	6.3µM*	?	2%
CCOc1cccc(/C(O)=C2/C(=O)C(=O)N(CCOC)C2c2ccco2)c1 (stereo not given)	-10%	·	-14%	?	-4%	25µM*	-7%	5%
CC(C)N=C1SCC(C)(/C=N/O)S1 (stereo not given)	-6%	-7%	-5%	?	0%	?	?	-2%
O=Cc1cn[nH]c1-c1cccc([N+](=O)[O-])c1	-7%	·	2%	-1%	0%	2%	-6%	6%
Cc1ccc(-n2nc3c(=O)n(C(C)C(=O)NCc4ccco4)nc(C)c3c2C)cc1 (stereo not given)	10%	·	-4%	16%	0%	·	8%	·
Cc1nc2nc(-c3ccccc3)cn2nc1C	-7%	·	-7%	?	-3%	?	-1%	11%
CC1OC(OCC2OC(Oc3c(-c4ccc(OCCO)c(OCCO)c4)oc4cc(OCCO)cc(O)c4c3=O)C(O)C(O)C2O)[C@@H](O)C(O)C1O (stereo not given in full)	-13%	·	-3%	-6%	-2%	7%	0%	-6%
Cc1cc(Oc2ccc(OCC(N)=O)nn2)nc(Cl)n1	-1%	-1%	4%	-6%	-3%	2%	6%	-3%
O=C(O)c1ccc(Sc2nnc(-c3cccc(Br)c3)o2)c([N+](=O)[O-])c1	-19%	·	3%	?	-1%	15%	4%	5%

Part of the list above with just TR SRC2 fluor cs and Tau fluor counter:
smiles	TR SRC2 fluor cs	Tau fluor counter
Cc1ccc(-n2nc3c(=O)n(C(C)C(=O)NCc4ccco4)nc(C)c3c2C)cc1 (stereo not given)	0%	10%
CC1OC(OCC2OC(Oc3c(-c4ccc(OCCO)c(OCCO)c4)oc4cc(OCCO)cc(O)c4c3=O)C(O)C(O)C2O)[C@@H](O)C(O)C1O (stereo not given in full)	-2%	-13%
Cc1cc(Oc2ccc(OCC(N)=O)nn2)nc(Cl)n1	-3%	-1%
Cc1nc2nc(-c3ccccc3)cn2nc1C	-3%	-7%

Additional results
SMILES	Tau fluor counter	L3MBTL1 inh	TRb-SRC2 inh	Tau ThT inhib	TR SRC2 fluor cs	ALDH1A1 block	Tau FP inhib	GLA spleen mod
O=C(NNc1nc2ccccc2s1)C1CC1	-1%	3%	-20%	-5%	-1%	1%	0%	-17%
CC(C)n1c(CCC(=O)O)ccc1-c1ccccc1	-8%	·	3%	-17%	3%	?	-3%	12%
C[C@@H](CN1C2=NC[C@H](Cc3ccccc3)N2C[C@H]1Cc1ccc(O)cc1)NC(=O)CCC1CCCCC1	-5%	1%	-5%	-14%	0%	?	9%	1%
COc1ccc(/C(N)=N/OC(=O)Cc2cccs2)cc1	-12%	49%[activator]	0%	-11%	0%	4%	-6%	-3%
CCOc1cc(C(=O)OCc2cc(=O)n3nc(CC)sc3n2)cc(OCC)c1OCC	-10%	·	-3%	?	-3%	·	5%	·
O=C(Nc1ccccc1Cl)N1C2CCC1CC(O)(c1cccnc1)C2 (stereo not given)	9%	12%	4%	5%	-1%	1%	0%	1%
CCOc1ccccc1NC(=O)Cn1c2ncccc2c(=O)n1-c1ccc(C)c(C)c1	-11%	·	-5%	8%	1%	·	-6%	·
CC1(C)CC(=O)c2sc(NS(C)(=O)=O)nc2C1	-1%	·	-12%	3%	-2%	-8%	-5%	-5%
Cc1cccc(CCNC(=O)CC2C(=O)NCCN2CC2CCCCC2)n1 (stereo not given)	2%	3%	-3%	-10%	1%	-12%	3%	-5%
